PMI activator: activators of human PMI, primary screen, biochemical, fluorescence intensity, near-Km mannose 6-phosphate; Mannose-6-phosphate isomerase (Homo sapiens), P34949; purified human PMI, coupled resazurin fluorescence, 20 min; hits give high values; 1 = vehicle control, 0 substrate-free wells; activation factor at 20 µM; 190,000 compounds, 0.005% hits;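 active = activation factor of 2 or more at 20 µM, relative to plate controls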
NF-kB expr up: activators of NF-kB expression in neurons, primary screen, cell-based, HTS | fold change at 12.5 µM | human neuronal cells, NF-kB reporter expression; hits give high values | 190,000 compounds, 1.6% hits | AID 1239, 2008; in the data active = fold change above about 3.3
TNAP inh hiacc: human TNAP enzyme inhibitors, primary screen, biochemical, luminescent, high phosphate acceptor level, uHTS. Alkaline phosphatase, tissue-nonspecific isozyme (Homo sapiens), P05186. purified TNAP, CDP-star luminescence, 1 M DEA. inhibition, % at 20 µM. 200,000 compounds, 0.03% hits. AID 1135, 2008;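 active = over 50% inhibition of tissue-nonspecific alkaline phosphatase at 20 µM in the single-dose screen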;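 also: plate controls were DMSO wells for no effect and EDTA-quenched wells as full inhibition for full effect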
Target sequence (P05186 whole entry, looked up): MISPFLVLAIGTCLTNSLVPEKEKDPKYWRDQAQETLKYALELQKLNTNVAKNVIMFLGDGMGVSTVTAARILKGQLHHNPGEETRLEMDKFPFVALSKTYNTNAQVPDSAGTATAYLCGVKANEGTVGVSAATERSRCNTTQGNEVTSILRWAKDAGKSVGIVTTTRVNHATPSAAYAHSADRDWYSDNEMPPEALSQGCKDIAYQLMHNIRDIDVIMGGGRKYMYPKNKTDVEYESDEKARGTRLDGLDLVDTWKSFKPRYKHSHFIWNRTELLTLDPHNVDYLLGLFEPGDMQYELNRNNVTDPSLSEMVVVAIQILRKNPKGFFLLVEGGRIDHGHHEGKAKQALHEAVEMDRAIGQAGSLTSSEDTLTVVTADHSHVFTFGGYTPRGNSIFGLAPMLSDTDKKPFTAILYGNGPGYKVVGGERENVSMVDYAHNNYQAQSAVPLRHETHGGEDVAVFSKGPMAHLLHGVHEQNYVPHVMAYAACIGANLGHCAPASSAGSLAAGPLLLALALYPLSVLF
TNAP act hiacc: TNAP activators at high phosphate acceptor level, primary screen, biochemical, luminescence, uHTS; activation factor at 20 µM; 200,000 tested, under 10 active; purified TNAP, CDP-star luminescence, 1 M DEA, 30 min; hits give high values; 0 = EDTA background, 1 = DMSO-only activity; AID 1136, 2008; Alkaline phosphatase, tissue-nonspecific isozyme (Homo sapiens), P05186;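 active = activation factor at least 2 at 20 µM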
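Dosing: 20 µM single point. System: human TNAP. Amount: TNAP 1/800 final. Incubation: 30 min, room temperature. Read-out: TNAP activation factor scaled between EDTA and DMSO control wells. Signal: luminescence from CDP-star hydrolysis. Medium: 1 M DEA, pH 9.8, Mg2+, Zn2+. Control set: EDTA negative control, DMSO positive control.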
PMI act satM6P: human PMI activators, high substrate, primary screen, biochemical, fluorescence intensity, near-saturating mannose 6-phosphate. activation factor at 20 µM. 190,000 compounds, 0.34% hits. coupled PMI enzyme assay, resazurin fluorescence, 20 min; hits give high values; 1 = untreated enzyme, 0 = substrate-free blank. AID 1216, 2008;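 active = activation factor of 2 or more at 20 µM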
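Test system: human phosphomannose isomerase with PGI, G6PDH, diaphorase coupling enzymes; Amount: PMI at 15 ng/mL final; Reagent: Mannose-6-phosphate 1.0 mM (near-saturating) plus 0.22 mM NADP+; Timing: 20 min, room temperature; Technique: resorufin fluorescence at Ex 544/Em 590 nm; Dosing: 20 µM single dose.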
APP 5'UTR act: activators of APP 5'UTR luciferase reporter, primary screen, SH-SY5Y cells; SH-SY5Y APP 5'UTR luciferase reporter, luminescence; zero percent = DMSO vehicle wells; activation, % at 2 µM; 190,000 compounds, 1% hits;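 active = activation above a set limit, based on mean plus 3 SD of controls, cut at about 140% in these data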; also: values of inactives mirror those of a sister screen read the other way
FLuc act counter: FLuc activators, initial screening, artefact control for FLuc-dependent activation tests, biochemical, ATPlite luminescence; AID 1027, 2008; 200,000 tested, under 10 active; activation factor at 10 µM; ATPlite luciferase biochemical, 10 min; 0 = ATP-free wells, 1 = DMSO control;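 active = luciferase activation factor, scaled between plate controls, of at least 2 with compound at 10 µM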
Target sequence (P08659 whole entry, looked up): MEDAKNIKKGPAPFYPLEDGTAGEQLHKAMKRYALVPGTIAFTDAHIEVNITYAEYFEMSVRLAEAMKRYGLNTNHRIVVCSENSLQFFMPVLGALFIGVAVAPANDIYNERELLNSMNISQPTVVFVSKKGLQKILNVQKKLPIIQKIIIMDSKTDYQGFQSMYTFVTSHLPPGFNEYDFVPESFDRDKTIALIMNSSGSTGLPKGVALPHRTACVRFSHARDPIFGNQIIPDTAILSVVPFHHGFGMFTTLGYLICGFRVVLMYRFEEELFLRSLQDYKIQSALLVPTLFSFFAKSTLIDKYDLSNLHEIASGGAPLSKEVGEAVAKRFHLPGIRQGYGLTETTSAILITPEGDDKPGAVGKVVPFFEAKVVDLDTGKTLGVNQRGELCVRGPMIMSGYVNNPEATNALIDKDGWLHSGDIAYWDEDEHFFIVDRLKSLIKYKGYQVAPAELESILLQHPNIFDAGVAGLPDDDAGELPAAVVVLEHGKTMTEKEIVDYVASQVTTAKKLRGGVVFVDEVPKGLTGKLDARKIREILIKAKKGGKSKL
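Assay system: Luciferase/luciferin detection reagent, cell-free biochemical luciferase assay / Read-out: luciferase activation / Benchmarks: No-ATP low control, compound-free enzyme-plus-ATP high control / Medium: PBS buffer for ATP / Detection: luminescence measurement of luciferase light output / Schedule: 10 min at ambient temperature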
TNAP inh noacc: human TNAP enzyme inhibitors, primary screen, biochemical, luminescent, no phosphate acceptor, uHTS; inhibition, % at 20 µM; 200,000 compounds, 0.26% hits; AID 1012, 2008; purified TNAP, CDP-star luminescence, 30 min; Alkaline phosphatase, tissue-nonspecific isozyme (Homo sapiens), P05186;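 active = tissue-nonspecific alkaline phosphatase inhibition above about 50% at 20 µM in the single-dose screen, limit read from the data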;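 also: 0% = DMSO negative control and 100% = EDTA positive control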
bIAP activator: bovine intestinal alkaline phosphatase activators, primary screen, biochemical, bovine IAP, CDP-star luminescence; activation factor at 20 µM; 200,000 compounds, 0.17% hits; alkaline phosphatase, intestinal [Bos taurus]; purified bovine IAP, 30 min; hits give high values; fold of DMSO-control signal, blank-subtracted;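 active = activation factor of 2 or more at 20 µM, a signal rise over negative controls twice the positive control's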
FLuc inhib CS: firefly luciferase enzyme inhibitors, primary screen, artefact control for luciferase-based inhibitor screens, biochemical, luminescence, ATPLite. Luciferin 4-monooxygenase (Photinus pyralis), P08659. 10 min. inhibition, % at 10 µM. 200,000 compounds, 1.5% hits;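 active = inhibition above about 50% when tested at 10 µM, limit read from the data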
Active calls of the source: *; . = not tested or not shown.

Second line of a record: PMI activator, NF-kB expr up, TNAP inh hiacc, TNAP act hiacc, PMI act satM6P, APP 5'UTR act, FLuc act counter, TNAP inh noacc, bIAP activator, FLuc inhib CS
- CN(C)C(C)(C)C#CC(O)(c1ccccc1)c1ccccc1
    1, 0.97, 0, 1, 1, 7, 1, -4, 1, -3
- Cn1nc(-c2ccc(Cl)cc2)c2cc(C(=O)NCCCN3CCOCC3)sc21
    0.9, 0.73, -1, 1, 0.9, -6, 1, -7, 1, -2
- Cc1cc(NC(=O)c2cnn3cccnc23)n(-c2ccccc2)n1
    0.9, 0.46, 0, 1, 0.9, -9, 1, -2, 1, -3
- CC1CCCN(S(=O)(=O)c2ccc(NC(=O)Cn3nnc(-c4ccccc4F)n3)cc2)C1 (stereo not given)
    0.9, 0.9, -8, 1.1, 0.9, 8, 1.1, -5, 0.8, -11
- CCc1c(C)c2cc(Cl)c(O)c(CN(CC)CC)c2oc1=O
    1, 1.5, -2, 1, 1, 3, 1.1, -7, 1.2, -8
- Cc1c(C)n(CC(O)CN(CCO)CCO)c2ccccc12 (stereo not given)
    1.1, 1.1, 1, 1, 0.9, -12, 1, -10, 0.9, -5
- COCC(=O)Nc1ccc(Br)cc1
    1, 1.2, -2, 1, 1, 27, 1, -8, 0.6, -1
- CCOC(=O)c1ccccc1NC(=O)c1cccc([N+](=O)[O-])c1
    1.1, 1.1, 1, 1, 1, 9, 1.1, -8, 0.8, -9
- CC(C)(C)[Si](OCC[C@@H]1C[C@@]1(C)[C@@H](NP(=O)(c1ccccc1)c1ccccc1)c1ccccc1)(c1ccccc1)c1ccccc1
    0.9, 3.3*, -6, 1.1, 1, 20, 1.1, -37, 0.8, -6
- c1ccc2c(c1)nnn2Cc1nnc2sc(-c3ccc4c(c3)OCCO4)nn12
    0.6, 1.3, -1, 1, 0.9, 15, 1, -8, 0.9, -4
- Cc1ccc(C)n1-c1ccc(C(=O)N/N=C/c2ccncc2)cc1
    1, 1, -4, 1, 0.9, 9, 1, -29, 1.1, 4
- CCOC(=O)c1c(-c2ccccc2)csc1NC(=S)N(CC)CC
    0.8, 1.3, 4, 1, 0.9, 1, 1, -10, 1.2, -3
- CCCOC(=O)Nc1cccc(C(C)=O)c1
    0.9, 1.3, 1, 1, 0.9, -30, 1, -1, 0.8, -3
- C=CCNC(=S)NNC(=O)c1ccc(OC(C)C)cc1
    0.9, 1.1, -1, 1, 1, 4, 1, -146, 1.5, 4
- CCN(CC)CCNC(=O)c1ccc(NC(=O)c2cn(-c3ccccc3)nc2-c2cccs2)cc1
    0.9, 1.2, -4, 1, 1, 5, 0.8, -26, 1.1, 16
- CCOC(=O)N1CCN(C(=O)c2cnc3n(c2=O)CCS3)CC1
    1, 1.1, -4, 1, 1.1, -4, 1.1, -12, 1, -5
- O=C(/C=C/c1ccco1)Nc1ccccc1C(=O)O
    1, 2, 1, 1, 1, 68, 0.2, 0, 1.1, 80*
- CN(CCCCCNC(=O)/C=N/O)Cc1ccccc1
    1, 0.99, 5, 0.9, 1, 4, 1, 5, 1, -3
- O=C(Nc1ccccc1)O/N=C(\c1ccccc1)c1ccccn1
    1, 1.3, 2, 1, 1, 12, 1, 3, 1, -1
- Cc1cc(NC(=O)C2CC=CCC2C(=O)O)no1 (stereo not given)
    1, 1.3, -7, 1.1, 1, 7, 1.1, -13, 0.9, -7

Record cards, from the list above.
Results for `Cc1ccc(C)n1-c1ccc(C(=O)N/N=C/c2ccncc2)cc1` = PMI activator = 1; NF-kB expr up = 1; TNAP inh hiacc = -4; TNAP act hiacc = 1; PMI act satM6P = 0.9; APP 5'UTR act = 9; FLuc act counter = 1; TNAP inh noacc = -29; bIAP activator = 1.1; FLuc inhib CS = 4
Results for `CCOC(=O)N1CCN(C(=O)c2cnc3n(c2=O)CCS3)CC1` = PMI activator = 1; NF-kB expr up = 1.1; TNAP inh hiacc = -4; TNAP act hiacc = 1; PMI act satM6P = 1.1; APP 5'UTR act = -4; FLuc act counter = 1.1; TNAP inh noacc = -12; bIAP activator = 1; FLuc inhib CS = -5
Results for `CCOC(=O)c1c(-c2ccccc2)csc1NC(=S)N(CC)CC` = PMI activator = 0.8; NF-kB expr up = 1.3; TNAP inh hiacc = 4; TNAP act hiacc = 1; PMI act satM6P = 0.9; APP 5'UTR act = 1; FLuc act counter = 1; TNAP inh noacc = -10; bIAP activator = 1.2; FLuc inhib CS = -3

(more compounds)
Second line of a record: PMI activator, NF-kB expr up, TNAP inh hiacc, TNAP act hiacc, PMI act satM6P, APP 5'UTR act, FLuc act counter, TNAP inh noacc, bIAP activator, FLuc inhib CS
- CC(=O)c1cccc(NC(=O)COC(=O)c2cccc(N3C(=O)c4ccccc4C3=O)c2)c1
    0.8, 1.2, 2, 1, 0.9, 1, 1, -15, 1, 1
- COc1ccc(C)cc1-n1nnnc1SCC1CCCCO1 (stereo not given)
    1, 0.96, 1, 1, 1, -4, 1, -5, 1.1, -3
- CN1CCc2c(sc3c2C(=O)NC(c2ccc(-c4cccc(Cl)c4)o2)N3)C1 (stereo not given)
    0.9, 1.1, 9, 0.9, 0.8, 4, 1, 18, 0.8, -5
- O=C(Nc1ccc(OCC(=O)N2CCOCC2)cc1)Nc1cccc2ccccc12
    1, 1.1, -5, 1, 1, 15, 1, -25, 1, -4
- CCOc1ccc(NC(C)C(=O)N/N=C/c2cccs2)cc1 (stereo not given)
    1, 1.4, 0, 1, 0.8, 22, 1, -4, 0.9, -2
- CC(C)NC(=O)NC(=O)COC(=O)c1ccccc1O
    1.1, 1.2, 0, 1, 1, -2, 1.1, -7, 1, -6
- O=C(c1ccco1)N1CCN(c2ncnc3scc(-c4cccs4)c23)CC1
    0.9, 0.61, -3, 1, 0.9, 34, 1.1, -10, 1.1, -5
- CCNc1cc(S(=O)(=O)C(F)(F)F)ccc1N
    1, 1.3, -3, 1, 0.9, 10, 1, -13, 0.5, -5
- Cc1sc2ncnc(SCC(=O)N(C)C3CCS(=O)(=O)C3)c2c1C (stereo not given)
    1, 1.4, -6, 1.1, 1, 7, 1.1, -13, 1, -6
- CN1C(=O)NC(NC(=O)C2CCCCC2)(C(F)(F)F)C1=O (stereo not given)
    0.8, 1, -2, 1, 0.9, -1, 1, -12, 1, -4
- O=C(COC(=O)c1ccccc1Oc1ccccc1)NCc1ccco1
    1, 1.2, -8, 1.1, 1, 13, 1.1, -15, 1, -6
- COc1ccc(C(=O)NCC(=O)OCc2ccc(F)cc2Cl)cc1OC
    1.1, 0.87, 4, 1, 1, -2, 1, -7, 1, 0
- CC1=NN(c2ccc(C)cc2)C(=O)/C1=C\C=C\c1ccccc1
    1, 1.8, 3, 1, 1.1, -18, 1.1, 5, 1, -9
- CCCCOC(=O)N1CCOCCOCCN(C(=O)OCCCC)CCOCCOCC1
    1, 1, -9, 1.1, 0.9, 1, 1.1, -13, 1, -6
- COc1ccc(NC(=O)c2c3c(nc4ccccc24)CCC3)cc1
    1.1, 1.1, 2, 1, 1, -8, 1.1, 0, 1, -6
- CC1CN(S(=O)(=O)c2cccc3nsnc23)CC(C)O1 (stereo not given)
    1, 1.1, 2, 1, 1, 12, 1, -3, 1.1, -5
- CC(=O)N/N=C/c1cc([N+](=O)[O-])ccc1OCCOc1ccccc1
    1, 1.1, -6, 1.1, 1, 7, 1.1, -9, 0.9, -9
- CSc1nc(C)c2c(n1)OC(CN1C(=O)c3ccccc3C1=O)C2 (stereo not given)
    1.1, ., -8, 1.1, 1, ., 1.1, -11, 0.9, -7
- CS(=O)(=O)N1CCN(c2ccc(NC(=O)c3ccc([N+](=O)[O-])o3)cc2)CC1
    1, 2.2, 6, 0.9, 0.9, -66, 1, 1, 1.1, 3
- O=C(NCCc1c[nH]c2ccccc12)/C(=C/c1cccnc1)NC(=O)c1ccco1
    1, 1.2, -5, 1.1, 1, 12, 1, -5, 1.1, -1
- COc1cc(-c2cc(C(F)(F)F)n3ncc(C(=O)O)c3n2)cc(OC)c1OC
    1, 0.96, 0, 1, 1, -10, 1.1, -11, 0.9, -8
- CCOc1ccccc1NC(=O)CC1NCCNC1=O (stereo not given)
    1.1, 1.1, -2, 1, 1.1, 5, 1.1, -10, 0.9, -7
- CCc1nnc(NC(=O)c2nc3nc(C)cc(C)n3n2)s1
    1, 1, -1, 1, 1.1, 16, 1, 0, 1.1, -3
- O=[N+]([O-])c1cccc(Nc2nc(Cl)nc(Cl)n2)c1
    1.7, 1.2, -6, 1.1, 1.7, 15, 1, 8, 1, 0
- O=C(N1CCCC1)C(F)(F)Oc1ccc(F)cc1
    0.9, 0.88, -2, 1, 0.9, 20, 1, -6, 1.1, -4
- CC(=O)c1cccc(NC=C2C(=O)OC3(CCCCC3)OC2=O)c1
    1.1, 1.4, -6, 1.1, 1.1, 1, 1.1, -14, 0.9, -6
- CCOC(=O)c1ccc(NC(=O)c2ccccc2)cc1
    0.8, 3.1, -1, 1, 0.9, 82, 0.8, -6, 0.9, 15
- COc1ccc(OC)c(NC(=O)C2CC(C)=C(C)CC2C(=O)O)c1 (stereo not given)
    0.9, 1.1, -6, 1.1, 0.8, -7, 1, -13, 0.9, -1
- COc1ccc(CCn2c(C(C)C)nc3c(c(=O)c4ccccc4n3C)c2=O)cc1
    1, 1, -6, 1.1, 0.9, 1, 1.1, -9, 0.6, -7
- O=c1c(O)c(-c2ccc3c(c2)OCO3)oc2ccccc12
    1.1, 1.2, -4, 1, 1.1, 31, 1, -8, 0.9, 2
- COCCCn1c2nc3ccccc3nc2c2c(=O)n(Cc3ccccc3Cl)cnc21
    1, ., -10, 1.1, 1, ., 1, -12, 1, -4
- COc1ccc2nc3oc(C(=O)N4CCN(c5cccc(Cl)c5)CC4)cc3cc2c1
    0.8, 1.1, -3, 1, 0.8, 0, 1, -2, 1, -1
- COc1ccc(C2=CC(=O)OC3(CCCC3)O2)cc1
    0.9, 1.4, -2, 1, 1, -6, 1, -11, 0.9, -1
- CN1CCc2ccccc2C1C1CCNCC1 (stereo not given)
    1, 1.1, -5, 1.1, 0.9, 2, 1, -14, 0.8, -5
- Cc1ccc2nc(-c3ccc(NC(=O)CNC4CC4)cc3)sc2c1
    0.9, 5.3*, 2, 1, 0.9, 199*, 0.8, -2, 1, 18
- O=c1[nH]n2cc(-n3cc([N+](=O)[O-])cn3)cnc2c1Br
    0.9, 1.3, -4, 1, 0.9, 6, 1, -8, 1, 3

Screening data as filed in PubChem.

Rows are unselected. About 3.6% of those tested had a hit in this group.
